Screening results: PubChem BioAssay, several laboratories
HEK293 NFkB inh – lowers PMA/ionomycin-induced NF-kB signal in HEK293 cells; inhibition, % at 3 µM; HEK-293 NF-kB luciferase reporter, luminescence; hit rate 0.21% among 62,000;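 active = inhibition above the mean of all tested compounds plus 3 SD, cut at about 40% in these data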;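 also: 0% = stimulated DMSO wells and 100% = 10 µM reference inhibitor 5653914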
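System: NF-kB luciferase reporter HEK-293 cells | Replication: Single test | Control set: DMSO vs reference inhibitor | Evaluation: % inhibition | Schedule: 1 h pretreatment, 16 h stimulation, 37 °C | Probe or stimulus: PMA with ionomycin | Compound dosing: One dose, 3 µM | Detection: Luciferase luminescence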
S1P3 ag – agonists of human S1P3 receptor. S1P3 NFAT-BLA reporter cells, agonism, FRET ratio; relative to 1 µM S1P, basal subtracted. activation, % at 4.5 µM. hit rate 0.1% among 60,000. AID 373;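 active = activation above the screen-wide mean plus 3 SD, cut at about 4.5% in these data, passing the limit was not always enough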; also: some compounds called inactive have numbers as strong as hits
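Material: Human S1P3 NFAT-BLA reporter CHO cells | Incubation: Overnight plating, 4 h compound 37 °C, 2 h substrate RT | Signal: FRET β-lactamase substrate fluorescence, excitation 405 nm, 460/535 nm emission ratio, background-subtracted | Compound: 4.5 µM final, single dose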
S1P1 ag pot – activates or potentiates agonism at human S1P1 receptor | hit rate 0.57% among 56,000 | P21453 | S1P1 CRE-bla cells, forskolin, beta-lactamase FRET, potentiator mode; S1P1 agonist co-added at EC20, 2 nM; 100% = saturating reference agonist, 0% = basal | activation, % at 9.5 µM | AID 449;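 active = activation above a cutoff set at the mean activation of all tested compounds plus 3 SD, cut at about 54% in these data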;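 also: forskolin at 4 µM as EC80 and the EC20 agonist is SEW2871; 100% = SEW2871 at its EC100 plus forskolin at EC80; some compounds past the cut are filed as inactive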
5-HT1A blocker – 5-HT1a (human) receptor antagonism; inhibition, % at 10 µM; AID 612; CHO 5-HT1a Ga15 NFAT-bla reporter, antagonist mode; hit rate 0.68% among 62,000;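 active = inhibition above the mean of all tested compounds plus 3 SD, cut at about 43% in these data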;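 also: receptor stimulated by 5-CT agonist at 100 nM near EC80; beta-lactamase reporter measured by ratiometric fluorescence of a cleavable substrate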
5HT1a ag – 5-HT1a (human) receptor agonism. activation, % at 10 µM. CHO 5-HT1a Ga15 NFAT-bla reporter, FRET ratio; 0% basal, 100% maximal reference agonist. hit rate 0.56% among 65,000;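 active = activation above the screen-wide mean activation plus 3 SD, cut at about 19% in these data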;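 also: 0% = DMSO wells and 100% = 5-CT at EC100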
D1 mod – allosterically modulates the human D1 dopamine receptor. P21728. HEK293 D1, CRE-luciferase, dopamine EC30 potentiation; actives deviate in either direction. B-score at 10 µM. hit rate 5.9% among 58,000. AID 641;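 active = luminescence count or its row- and column-corrected plate score outside the 99.7% band of the plate's sample wells, on either side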
Target sequence (P21728 whole entry, looked up): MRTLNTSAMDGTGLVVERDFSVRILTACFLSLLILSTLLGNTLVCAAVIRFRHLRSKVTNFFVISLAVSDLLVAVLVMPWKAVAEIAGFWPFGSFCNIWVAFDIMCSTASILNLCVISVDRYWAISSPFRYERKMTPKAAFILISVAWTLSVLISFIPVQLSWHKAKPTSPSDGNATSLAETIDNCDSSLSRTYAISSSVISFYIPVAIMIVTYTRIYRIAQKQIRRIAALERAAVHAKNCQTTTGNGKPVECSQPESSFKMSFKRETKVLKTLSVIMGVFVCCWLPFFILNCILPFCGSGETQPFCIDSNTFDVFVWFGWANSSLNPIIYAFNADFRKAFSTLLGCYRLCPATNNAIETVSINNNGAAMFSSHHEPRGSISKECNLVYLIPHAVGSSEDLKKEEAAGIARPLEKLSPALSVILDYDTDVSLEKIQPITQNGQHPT
Jurkat viability – reduces viability or proliferation of Jurkat cells; hit rate 1.2% among 56,000; inhibition, % at 4 µM; Jurkat E6.1 viability, ATP luminescence, 48 h;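 active = inhibition above the mean inhibition of all tested compounds plus 3 SD, cut at about 28% in these data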
5HT1E ag – agonists of human 5-HT1E serotonin receptor; CHO 5-HT1E Ga15 NFAT-bla reporter, FRET; 0% DMSO wells, 100% control agonist wells; activation, % at 6 µM; hit rate 0.69% among 65,000; AID 574;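 active = activation above a set limit, the screen-wide mean activation plus 3 SD, cut at about 8.5% in these data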;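 also: 100% = positive control agonist at 1 µM giving full maximal response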
Target sequence (P28566 whole entry, looked up): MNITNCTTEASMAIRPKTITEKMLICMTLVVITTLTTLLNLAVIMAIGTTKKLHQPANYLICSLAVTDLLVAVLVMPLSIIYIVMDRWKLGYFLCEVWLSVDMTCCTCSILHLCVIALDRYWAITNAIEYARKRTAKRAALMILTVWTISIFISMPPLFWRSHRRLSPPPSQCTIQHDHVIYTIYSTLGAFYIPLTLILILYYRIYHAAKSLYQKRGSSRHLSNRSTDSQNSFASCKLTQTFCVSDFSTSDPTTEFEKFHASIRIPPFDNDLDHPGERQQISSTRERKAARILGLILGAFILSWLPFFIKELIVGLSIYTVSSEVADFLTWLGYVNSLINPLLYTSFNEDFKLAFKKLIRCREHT
HTR1E antagonist – blocks the human 5-HT1E serotonin receptor. P28566. hit rate 0.99% among 65,000. inhibition, % at 6 µM. CHO 5-HT1E Ga15 NFAT-bla reporter, FRET, antagonist;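 active = inhibition above a set limit, the mean inhibition across every tested compound plus 3 SD, cut at about 29% in these data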;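 also: signal is the 460 over 535 nm emission ratio of beta-lactamase substrate; 0% = agonist plus DMSO wells and 100% = wells without agonist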
Numbers without * were called inactive; . = no result given.

Screens in order – HEK293 NFkB inh	S1P3 ag	S1P1 ag pot	5-HT1A blocker	5HT1a ag	D1 mod	Jurkat viability	5HT1E ag	HTR1E antagonist
1: COc1cc(OC)c(N2CC34C=CC(O3)C(C(=O)O)C4C2=O)cc1Cl (stereo not drawn)
    15	-0.6	2	4	-0.8	-0.61	-2	-0.8	3
2: Cc1cc(C)nc(Nc2n[nH]c(Cc3ccccc3)n2)n1
    -5	-1.0	16	-4	-0.7	0.57	4	0.0	-3
3: COCC(N)(c1ccccc1)c1nc2ccccc2n1C (stereo not drawn)
    0	-0.9	11	0	-3.1	-0.16	-3	2.2	-4
4: COc1ccccc1C(=O)Nc1nc2ccc(S(C)(=O)=O)cc2s1
    9	-2.2	11	14	2.5	0.61	6	-0.6	14
5: COc1ccc(OC)c(C2C=C(c3ccc(C)c(C)c3)Nc3nnnn32)c1 (stereo not drawn)
    16	-0.8	-18	-1	-0.2	3.9*	-1	0.9	4
6: Cc1ccc(N2C(N)=C(C#N)C(c3cccnc3)C3=C2CCCC3=O)cc1 (stereo not drawn)
    18	-0.5	-11	16	-0.6	-0.086	8	-0.4	-1
7: CN1c2ccccc2-c2nc3ccccc3n2C1c1ccccn1 (stereo not drawn)
    8	.	.	18	0.5	.	.	0.3	5
8: COCc1cc(C)nc(Nc2ccccc2C)c1C#N
    11	-1.1	-7	3	-1.7	0.5	4	-0.1	-5
9: Cc1nc2sccn2c(=O)c1CCN1CCC(=C(c2ccccc2)c2ccc(F)cc2)CC1
    .	0.5	-14	.	-1.6	-3.4	.	-1.1	10
10: Nc1nonc1-c1noc(-c2ccccc2)n1
    .	-4.1	34	.	-0.5	.	.	-0.9	13
11: CCC(C)C(NC(=O)C1CCC(C)CC1)C(=O)NCc1cccnc1 (stereo not drawn)
    6	.	.	-9	0.7	-0.78	.	-0.8	-9
12: Cc1cccc(NC(=O)c2cc3n(n2)C(C(F)(F)F)CC(c2ccc4c(c2)OCO4)N3)c1 (stereo not drawn)
    15	-0.9	12	1	-1.7	-0.87	-2	0.1	-10
13: O=C1c2ccccc2C(=O)N1OCc1ccccc1
    14	-0.6	9	2	0.7	-0.31	-5	-1.1	-10
14: CCN1C(=O)/C(=C/N(C)C)c2ccccc21
    23	-0.1	3	-12	2.6	.	-6	-0.5	-4
15: COc1ccc(Nc2oc(COc3ccc(Cl)cc3)nc2C#N)cc1
    0	-0.7	.	34	-3.3	1.2	-2	-0.8	10
16: CC(C)(C)N1C(=O)Cc2c1nc(N)c1c(N)nc(N3CCCCC3CO)c(C#N)c21 (stereo not drawn)
    0	0.3	-40	53*	-1.4	-0.24	-12	0.3	34*
17: CSc1ccc(NC(=O)N2CC(C)OC(C)C2)cc1 (stereo not drawn)
    2	1.4	-3	2	-3.4	-0.16	2	-0.5	1
18: CN1CCN(C(=O)c2ccc(N(Cc3ccccc3Cl)S(C)(=O)=O)cc2)CC1
    2	.	.	-2	0.9	.	.	0.4	6
19: O=C(c1ccc(=O)oc1)N1CCN(C(c2ccccc2)c2ccccc2)CC1
    .	-2.2	12	.	-1.1	.	.	0.2	-5
20: CCc1nnc(NC(=O)C2CCN(C(=O)NC3CCCCC3)CC2)s1
    6	0.0	2	7	2.0	0.46	-5	-0.3	14
21: CC1CCCN(c2ncnc3c2cnn3-c2ccc(Cl)cc2)C1 (stereo not drawn)
    71*	-0.2	-5	-13	1.3	.	-7	0.5	8
22: CCn1c(SCC(=O)N2c3ccccc3Sc3ccccc32)nc2c1c(=O)n(C)c(=O)n2C
    -4	-0.1	-6	-3	-1.3	3.8	-2	-0.5	6
23: Cc1cc(C(=O)CSc2nnc(-c3cccs3)n2Cc2ccccc2)c(C)n1C
    5	-0.5	28	13	-1.5	-0.45	8	0.9	-1
24: COc1cc2cc(CN(CCO)S(=O)(=O)c3ccccc3Cl)c(=O)[nH]c2cc1OC
    9	0.4	-7	-24	-1.5	-0.39	0	0.3	-3
25: O=C(Nc1ccccc1C(=O)N1CCN(Cc2ccccc2)CC1)c1ccccn1
    8	-0.9	.	6	0.0	1.2	5	0.4	-1
26: C=C(C)COc1ccc(-c2nc(N)ncc2Oc2ccccc2OCC)c(O)c1
    18	-2.1	7	30	-1.2	3.6	8	0.7	9
27: COc1ccc(CNC(=O)CSc2nnnn2-c2ccccc2)cc1
    -4	-1.1	-13	0	1.0	-0.13	5	-0.6	16
28: COc1ccc(S(=O)(=O)N(C)CC(=O)N2CCC(C(N)=O)CC2)cc1Cl
    5	0.3	3	-8	-3.4	-0.39	-5	1.2	12
29: COc1ccc(C(=O)N(CCCO)Cc2cc3c(C)ccc(C)c3[nH]c2=O)cc1OC
    9	-0.1	-13	-6	-1.4	0.96	0	0.5	-4
30: C=C(C)Cn1c(CCNC(=O)CC)nc2ccccc21
    17	.	.	-4	2.8	0.68	.	0.5	-10
31: CC1CCCCN1S(=O)(=O)c1ccc2c(c1)oc(=O)n2CC(=O)O (stereo not drawn)
    2	-0.2	-5	1	-3.6	-0.45	-8	-0.2	-4
32: O=C1CCCc2c1cc(C(=O)NCCCN1CCOCC1)c(=O)n2-c1ccc(Cl)cc1
    11	0.0	-9	-12	-1.4	0.42	3	0.6	-4
33: COc1ccc(/C(O)=C2/C(=O)C(=O)N(CCN(C)C)C2c2ccc(OC)c(OC)c2)c(C)c1 (stereo not drawn)
    11	-0.4	1	2	-1.0	-0.18	-4	-0.2	2
34: CN1C(=O)C2(OCC(COc3ccc(Cl)cc3)O2)c2ccccc21 (stereo not drawn)
    18	-0.9	10	-13	-0.5	0.014	3	0.8	-13
35: COC(=O)NC1(C(F)(F)F)C(=O)NC(C)=C1C(=O)OC (stereo not drawn)
    13	-0.6	0	-8	-3.7	-1	-5	0.1	2
36: O=C(OCC#CCSc1nnc(-c2ccccc2)o1)c1cccs1
    .	1.6	0	.	-1.0	0.31	.	0.1	1
37: CCC(CO)N=CC1=C(O)C(C(=O)c2ccccc2)CCC1=O (stereo not drawn)
    15	0.2	.	-13	0.2	-0.81	10	-0.9	10
38: CC(=O)Nc1nonc1NC(=O)CSc1ccccn1
    12	-0.3	-9	-23	-2.4	-0.45	3	-1.9	-23
39: CN(C)CCCN(C(=O)c1cccs1)c1nc(-c2ccccc2)cs1
    9	0.3	-17	-3	-1.5	-4.8*	-4	1.4	8
40: COn1cnnc1-c1ccccc1
    16	0.1	13	-3	0.4	0.22	1	0.3	-7
41: CC(=O)Nc1cccc(OCC(=O)Nc2ccccc2)c1
    4	-1.4	6	4	-0.1	-0.57	-3	-0.5	12
42: COc1ccc2c(c1)c(C(O)CN1CCN(Cc3ccc4c(c3)OCO4)CC1)c(C)n2C (stereo not drawn)
    19	-1.2	-8	20	0.0	-1	4	-0.8	-9
43: CCCCC(=O)Nc1ccc(C(=O)NCc2ccncc2)cc1
    23	-0.7	10	15	-0.3	-1.2	17	-0.5	13
44: Cc1nc2cc(NC(=O)N(C)c3ccc4ccccc4c3)ccc2o1
    17	-0.8	28	28	-1.0	-0.67	1	0.0	-1
45: COc1ccccc1-c1cc(C(=O)Nc2cc(C)on2)no1
    9	-1.5	12	10	-2.3	0.034	24	-0.1	10
46: Cc1onc(-c2c(F)cccc2Cl)c1C(=O)NC1=NCCS1
    5	-0.1	-3	-23	-1.7	0.32	5	0.2	-14
47: O=C(O)C1CCCCC1C(=O)NCCc1ccncc1 (stereo not drawn)
    18	-0.3	-20	1	-3.7	0.33	4	-0.7	0
48: Clc1ccc2c(c1)[C@H]1OCC[C@H]1[C@@H](c1ccco1)N2
    -1	-0.1	-16	32	-0.4	2.9	-6	0.5	9
49: O=C(Nc1scc(-c2ccccc2)c1C(=O)O)c1ccco1
    3	0.2	10	13	-3.1	-0.34	6	-0.6	9
50: O=c1[nH]c(=S)c2c(n1-c1ccccc1)CCC2
    7	-0.1	-7	13	-3.6	0.29	3	-0.7	6
51: CCOC(=O)c1[nH]c(C)c(C(=O)Nc2ccc(F)cc2)c1C
    6	-1.7	9	14	-3.4	-0.6	8	-0.8	14
52: CN1C(=O)C2(c3ccccc31)C1CCCC=C1C(C#N)=C(N)C2(C#N)C#N (stereo not drawn)
    .	-6.0	-1	.	0.4	.	.	-0.5	12
53: CCn1c(=O)c2c(n3cnnc13)-c1ccccc1CC21CCCCC1
    7	-0.9	-54	-8	-1.4	26*	-3	0.1	-2
54: c1ccc2c(c1)OCC(c1csc3ncnc(N4CCOCC4)c13)O2 (stereo not drawn)
    23	1.1	-11	-4	-1.3	3.8*	3	0.4	7
55: O=C1CC(N2CCOCC2)C(=O)N1CCN1C(=O)CC(N2CCOCC2)C1=O (stereo not drawn)
    3	0.1	-19	-9	-0.7	-0.77	-7	0.1	-4
56: CCC(C)[C@H](NC(=O)NCc1ccccc1Cl)C(=O)OC (stereo partly drawn)
    5	-1.7	8	8	-2.1	-0.87	0	1.6	2
57: Cc1nc2nc(-c3ccccc3)cc(=O)n2[nH]1
    -3	-0.6	0	2	-1.0	.	0	-0.9	3
58: c1ccc(CSc2nnc(-c3ccncc3)o2)cc1
    -5	2.8	45	11	-2.2	.	0	0.3	13
59: CCN(CC)c1ccc(CNC23CN4CN(CN(C4)C2)C3)cc1
    21	.	.	11	-1.1	0.39	.	0.3	-4
60: Cc1ccc(C)n1NC(=O)c1ccc(Cl)cc1Cl
    15	0.0	7	18	-0.8	-0.0045	-4	-0.7	2

Reformatted with one line to a screen: three of the compounds above.
[58] c1ccc(CSc2nnc(-c3ccncc3)o2)cc1
[59] CCN(CC)c1ccc(CNC23CN4CN(CN(C4)C2)C3)cc1
[60] Cc1ccc(C)n1NC(=O)c1ccc(Cl)cc1Cl

Compound | 58 | 59 | 60
HEK293 NFkB inh | -5 | 21 | 15
S1P3 ag | 2.8 | . | 0.0
S1P1 ag pot | 45 | . | 7
5-HT1A blocker | 11 | 11 | 18
5HT1a ag | -2.2 | -1.1 | -0.8
D1 mod | . | 0.39 | -0.0045
Jurkat viability | 0 | . | -4
5HT1E ag | 0.3 | 0.3 | -0.7
HTR1E antagonist | 13 | -4 | 2

(continued)
Screens in order – HEK293 NFkB inh	S1P3 ag	S1P1 ag pot	5-HT1A blocker	5HT1a ag	D1 mod	Jurkat viability	5HT1E ag	HTR1E antagonist
61: COc1cc([C@H]2[C@@H]3CCCC[C@]3(O)CCN2Cc2ccccc2F)ccc1O
    7	-1.1	13	21	3.1	.	3	0.8	-11
62: COc1ccc(CC(=O)OCn2nnc3ccccc3c2=O)cc1
    9	-0.4	-3	-9	-4.0	1.4	-1	-0.5	6
63: O=C(NCc1ccco1)c1cc(-c2ccccc2)on1
    -1	-0.7	-33	7	-0.9	-0.12	3	-0.4	17
64: Cc1cc(S(=O)(=O)N2CCC(NC(=O)C34CC5CC(CC(C5)C3)C4)CC2)ccc1-n1cnnn1
    17	-0.9	5	8	-1.2	-0.54	5	0.5	0
65: COc1ccc(O)c(/C=c2/sc3nc4cc(C)c(C)cc4n3c2=O)c1
    5	0.0	15	0	-3.5	0.37	6	0.2	5
66: CC1CCCN(c2oc(-c3cccc4ccccc34)nc2C#N)C1 (stereo not drawn)
    12	-0.9	5	2	-4.0	0.18	-1	-0.9	0
67: CCCCC(=O)C1CCN(Cc2ccccc2)CC1
    .	-2.2	-1	.	0.5	.	.	0.4	-6
